# PriA SSB inh = K. pneumoniae PriA-SSBct interaction inhibition; inhibition, % at 33 µM; AID 1272365; hit rate 0.6% among 430,000; AlphaScreen SSBct-PriA binding, biotinylated peptide; in the data active = inhibition mostly above about 37%, no sharp cut-off; inactive = mostly below about 20%;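 note: plate controls were negative control peptide for no effect and reference peptide for full effect; strong numbers were not always called active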
# Vc quorum ag = induces V. cholerae light production without autoinducers. V. cholerae BH1578 lux reporter, luminescence, 6 h. hit rate 0.16% among 350,000. activation, % at 18.7 µM; in the data active = activation mostly above about 9.7%, no sharp cut-off; inconclusive = no clear call, values can overlap the other calls; inactive = mostly below about 3.7%; note: not every result past the cut was called active; inactives centre near 0; reference of the scale not given here
# BoNT A protease = inhibitors of Botulinum neurotoxin A light chain protease; AID 588499; inhibition, % at 10 µM; hit rate 0.17% among 360,000; multiplex microsphere protease substrate cleavage, flow cytometry; note: plate controls were buffer without enzyme for full effect and enzyme alone for no effect
# TcdB GH inh = TcdB glycohydrolase inhibition; P18177; TcdB glycohydrolase enzymatic assay, plate reader; inhibition, % at 9.99 µM; hit rate 0.24% among 350,000; in the data active = inhibition above about 10%
# PrPC surface inh = inhibitors of human cell surface prion protein PrPC | TR-FRET read-out | inhibition, % at 13.8 µM | P04156 | hit rate 0.43% among 370,000; in the data active = inhibition above about 24%; note: 0% = median of the test wells and 100% = reference compound wells
# 3CLpro inhibitor = SARS-CoV 3CLpro protease inhibition; P0C6X7; recombinant SARS-CoV 3CLpro, quenched FRET peptide cleavage; inhibition, % at 6 µM; hit rate 0.14% among 290,000; AID 1706; in the data active = inhibition above about 12%
# PfHsp40 rescue = compounds rescuing yeast from Plasmodium falciparum HSP40 toxicity | AID 504582 | growth rescue, % at 12.5 µM | S. cerevisiae expressing PfHsp40, growth rescue, ATP luminescence | hit rate 0.68% among 340,000; in the data active = growth rescue above about 28%, passing the limit was not always enough; inconclusive = no clear call, values can overlap the other calls;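 note: yeast W303a lacking pdr1 and pdr3 grown in galactose medium; growth measured after three days at 30 °C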
# Anthrax LF prot = inhibitors of Bacillus anthracis lethal factor protease | AID 588501 | hit rate 0.12% among 360,000 | P15917 | inhibition, % at 10 µM | multiplex microsphere protease cleavage assay, LF; note: plate controls were buffer without enzyme for full effect and enzyme alone for no effect
# Y pestis TopoI = blocks Yersinia pestis topoisomerase I activity. Y. pestis Topo-I cleavage product accumulation, plate reader. activity, % at 10 µM. hit rate 0.064% among 360,000. AID 504884; in the data active = activity above about 50%, passing the limit was not always enough; inconclusive = no clear call, values can overlap the other calls; note: inactives centre near 2
# Active calls of the source: *; i = inactive; ? = inconclusive; . = not tested or not shown; & = joins results of further samples. Cut-off read from the data, not from the text of the source, unless noted: active = inhibition above about 30%; inconclusive = no clear call, values can overlap the other calls; inactive = below that. An excerpt; count on the stated rates, not on these rows.
entry	structure	PriA SSB inh	Vc quorum ag	BoNT A protease	TcdB GH inh	PrPC surface inh
1	CC1CN2c3ccc([N+](=O)[O-])cc3CC3(C(=O)N(C)C(=O)N(C)C3=O)C2C(C)O1 (stereo unspecified)	2	-0.4	-1.3	2.2	-4
2	COC(=O)C1=C(C)OC(N)=C(C#N)C1c1cc(C)sc1C (stereo unspecified)	10	-14	-0.1	.	2
3	CC(C)[C@H](NS(=O)(=O)/C=C/c1ccccc1)C(=O)OCC(=O)NC(N)=O	1	0.3	-0.9	-1.0	2
4	Cc1nc(N2CCCCC2)c2ccsc2n1	-1&-15	-0.6	1.4	.	3
5	O=C1CN(C(=O)c2cc3ccccc3o2)c2ccccc2N1	13	1.4	3.2	.	6
6	CC(C)c1ccc(CN2C(=O)c3ccccc3S2(=O)=O)cc1	-26	i	-0.2	0.8	-5
7	C=C1[C@H]2CC[C@H]3[C@]4(C)C[C@H](O[C@H]5O[C@H](CO)[C@@H](OS(=O)(=O)O)[C@H](OS(=O)(=O)O)[C@H]5OC(=O)CC(C)C)C[C@@H](C(=O)O)[C@H]4CC[C@]3(C2)[C@H]1O	.	i	0.7	-0.2	9
8	COc1cc(Cl)c(CN2CCC(CO)(CCOc3ccccc3)CC2)cc1OC	2	2.3	2.9	0.3	-7
9	Cc1cccc(NC(=S)NCC(c2cccnc2)N(C)C)c1C (stereo unspecified)	7	1.0	-0.1	.	-3
10	COC(=O)CCc1c(C)c(C(=O)c2cc(OC)c(OC)c(OC)c2)c2ccccn12	18	i	0.1	0.5	1
11	CCOC(=O)N1CCN(C(=O)c2cccc(F)c2)CC1	-14	-0.2	-0.1	0.6	2
12	CCCOc1ccc(C(=O)CCNc2cccc(Cl)c2)cc1	-11	1.7	1.5	-0.1	7
13	COc1ccc(CNC(=O)CN(C(=O)c2csnn2)c2cccc(C(C)=O)c2)cc1	-9	-4.0	-1.7	-1.0	6
14	N/C(COc1cc(Cl)cc(Cl)c1)=N\O	.	i	?	-0.6	-3
15	O=C(NCCc1ccccn1)/C(=C/c1ccco1)NC(=O)c1ccccc1	7	0.6	-0.2	-1.5	-6

entry	3CLpro inhibitor	PfHsp40 rescue	Anthrax LF prot	Y pestis TopoI
1	4	-1.1	-18	1
2	-1	3.2	-2	-3
3	3	0.1	3	3
4	-2	0.2	1	5
5	-4	-0.6	4	3
6	-1	3.6	-5	30
7	.	-1.1	-2	3
8	0	-0.7	-3	19
9	-2	-0.5	-2	-2
10	1	-2.6	-8	31
11	0	0.0	-4	-7
12	2	-0.3	-1	5
13	-2	-1.2	6	-6
14	-4	-0.6	0	0
15	1	0.7	-3	6

# Some of these compounds in order of count of non-hydrogen atoms, low to high.
entry	structure	PriA SSB inh	Vc quorum ag	BoNT A protease	TcdB GH inh	PrPC surface inh
14	N/C(COc1cc(Cl)cc(Cl)c1)=N\O	.	i	?	-0.6	-3
12	CCCOc1ccc(C(=O)CCNc2cccc(Cl)c2)cc1	-11	1.7	1.5	-0.1	7
15	O=C(NCCc1ccccn1)/C(=C/c1ccco1)NC(=O)c1ccccc1	7	0.6	-0.2	-1.5	-6

entry	3CLpro inhibitor	PfHsp40 rescue	Anthrax LF prot	Y pestis TopoI
14	-4	-0.6	0	0
12	2	-0.3	-1	5
15	1	0.7	-3	6

# Next records follow:
entry	structure	PriA SSB inh	Vc quorum ag	BoNT A protease	TcdB GH inh	PrPC surface inh
16	COc1ccc(CN2C[C@@H](CO)O[C@@H](n3cnc4c(NCCO)ncnc43)C2)cc1	.	i	-0.2	1.7	-2
17	C=CCC1(O)C(=O)N2C(=C1C(=O)OCC)c1ccc3ccccc3c1CC2(C)C (stereo unspecified)	-5	i	0.2	.	-5
18	Cc1ccc(C(=O)CN2CCN(c3ccccn3)CC2)c(C)c1	-6	i	-4.1	0.9	-11
19	O=S(=O)(c1ccc2c(c1)CCCN2)N1CCCC2CCCCC21 (stereo unspecified)	14	i	-2.7	0.4	-3
20	COc1cc(OC)c(/C=N/n2c(C)nnc2C)c(OC)c1	.	i	-0.2	.	5
21	Cc1cc(C)c2nc(NNC(=O)c3ccc(S(=O)(=O)N4CC(C)CC(C)C4)cc3)sc2c1 (stereo unspecified)	1	-0.4	-0.6	-0.4	1
22	CCCOc1ccc(C(=O)Nc2ccc(S(=O)(=O)N3CCN(C)CC3)cc2)cc1	-3	i	0.9	0.7	-2
23	CCN1CCN(c2oc(-c3ccccc3C)nc2S(=O)(=O)c2ccccc2)CC1	39*	-1.8	1.3	10*	0
24	CCOC(=O)c1nc(NCc2cccnc2)c2ccccc2n1	1	-5.0	2.4	.	8
25	CN(NC(=O)c1ccccc1)c1nc2ccccc2nc1C(F)(F)F	-13	-0.1	-0.1	.	-5
26	N#CC1(Cc2ccccc2Cl)c2ccccc2C=CN1C(=O)c1ccccc1 (stereo unspecified)	-5	i	-0.3	.	7
27	Cc1cc(NS(=O)(=O)c2ccc(NC(=O)c3cnc4sccn4c3=O)cc2)nc(C)n1	-19	-0.1	-1.1	-0.2	-4
28	O=C1c2ccccc2C(Nc2ccccc2F)N1c1cccnc1 (stereo unspecified)	0	1.2	-0.4	2.0	1
29	CCOC(=O)C1CCCN(S(=O)(=O)c2ccc(Br)c(OC)c2)C1 (stereo unspecified)	-25	-0.7	-0.2	.	-4
30	Fc1ccc(COc2cccc3cccnc23)cc1	-22	-0.2	-1.1	0.7	-3

entry	3CLpro inhibitor	PfHsp40 rescue	Anthrax LF prot	Y pestis TopoI
16	.	.	-6	-3
17	0	0.2	-2	12
18	3	1.2	-4	7
19	6	-3.0	7	34
20	-4	4.8	-3	0
21	-2	?	4	15
22	-1	-2.1	-5	-8
23	.	-0.2	-8	-4
24	4	-0.2	-6	-3
25	4	-0.7	-1	4
26	0	0.0	-4	16
27	-4	-0.9	-6	0
28	0	1.4	-14	6
29	1	0.9	2	6
30	-1	-1.7	-6	10

# Going on with the list:
entry	structure	PriA SSB inh	Vc quorum ag	BoNT A protease	TcdB GH inh	PrPC surface inh
31	CCCCN1C(N)=NC[C@@H]1Cc1ccc(O)cc1	-14	i	0.2	0.3	-2
32	COc1ccc(CNC(=O)Nc2ccc([N+](=O)[O-])cc2)cc1	-19	-0.7	0.1	-0.1	4
33	N#Cc1c(-c2ccccc2)nc(SCC(=O)Nc2nnc(C(F)(F)F)s2)[nH]c1=O	-10	0.9	-1.7	-2.6	23
34	O=C(O)CCCCN1C(=O)/C(=C\c2ccc(OCc3ccccc3)c(OCc3ccccc3)c2)SC1=S	13	-0.7	3.9	0.7	-4
35	CCn1nc(C)c(C(=O)Nc2cc(Oc3cc(C)cc(C)c3)cc([N+](=O)[O-])c2)c1C	-8	i	?	.	-4
36	NC(=S)N=Nc1c(O)n(CCCl)c2ccc(Cl)cc12	4	-0.3	0.5	0.6	-20
37	O=C(Cc1ccccc1)Nc1ccc(F)cc1	0	0.2	-0.4	0.2	-1
38	O=C(Nc1cccc(-c2cnc3ccccc3n2)c1)C1CC(=O)N(c2ccccc2)C1 (stereo unspecified)	2	-1.7	-1.9	0.8	-17
39	COc1cc2oc(=O)cc(-c3cccc(-c4cccc(C)c4)c3)c2c(OC)c1OC	-12	-3.1	0.3	-1.0	7
40	CCS(=O)(=O)N1CCC(C(=O)NCCCN2CCC(Cc3ccccc3)CC2)CC1	-10	-0.6	-3.9	.	-9
41	CCCN1C(=O)C(Cc2nc3ccccc3c(=O)n2-c2ccccc2)c2ccccc21 (stereo unspecified)	-14	-0.3	-0.2	.	-9
42	CC(=O)CCc1ccc(OCC(O)CNC2CCCc3ccccc32)cc1 (stereo unspecified)	4	-0.3	0.7	-0.9	-9
43	CCCS(=O)(=O)Nc1ccc(Nc2c3ccccc3nc3ccccc23)c(OC)c1	17	i	0.0	-2.6	-5
44	Cc1nn(CC(O)COc2ccc3c(c2)CCC3)c(C)c1C (stereo unspecified)	-1&11	i	0.1	.	5
45	Cc1cccc(/C=N/NC(=O)CNc2cccc3ccccc23)n1	.	-0.4	0.1	.	4

entry	3CLpro inhibitor	PfHsp40 rescue	Anthrax LF prot	Y pestis TopoI
31	.	11	2	3
32	.	-1.6	2	-15
33	0	-0.5	-3	6
34	4	-0.7	3	9
35	2	0.2	-2	22
36	-2	3.3	-2	-8
37	-3	-0.7	-4	2
38	2	-0.3	-2	16
39	.	-0.5	-7	39
40	5	-0.4	-4	2
41	4	0.3	-1	40
42	-5	0.2	2	-2
43	.	1.7	-9	-41
44	-3	0.1	1	15
45	-3	-1.1	-5	24

# The listing continues:
entry	structure	PriA SSB inh	Vc quorum ag	BoNT A protease	TcdB GH inh	PrPC surface inh
46	Clc1ccc(-c2nc(-c3cc4cc(Cl)ccc4o3)cs2)cc1	5	-0.5	0.3	0.8	10
47	COc1ccccc1NS(=O)(=O)c1cc(C(=O)NCc2ccco2)ccc1C	0	2.0	9.1	.	4
48	CCCCOc1ccc(N2CC(C(=O)NCCc3ccc(OC)c(OC)c3)CC2=O)cc1 (stereo unspecified)	-23	i	-1.4	0.7	2
49	Cc1ccccc1CN1CCC(CNC(=O)Nc2ccc(F)cc2F)CC1	-4	-0.6	-0.3	-0.5	-10
50	Cc1cc(Cl)ccc1OCC(=O)NC1CCCC1	-12	i	0.0	0.6	-1
51	N#Cc1c(N)c(C(=O)c2ccccc2)n2c1CCCC2	1	-0.5	0.1	1.3	-10
52	CS(=O)(=O)N1CCC(C(=O)Nc2ccc3c(c2)OCCO3)CC1	4	i	-0.8	.	-3
53	O=c1c2ccccc2nc(SCc2cn3ccsc3n2)n1-c1ccccc1F	11	-0.2	-0.6	.	-2
54	O=C(COc1cccnc1[N+](=O)[O-])NCc1ccco1	-1	-0.4	-0.7	-0.3	-13
55	Cc1ccccc1C(=O)NNC(=O)Cc1ccccc1	4	i	-0.8	.	10
56	CCOCCCNC(=O)C(NC(=O)c1ccc2c(c1)OCO2)c1ccccc1 (stereo unspecified)	-12	0.5	-0.6	0.6	3
57	C=CCN1C(=O)C2(C(C(=O)OCC)=C(N)Oc3c2c(=O)oc2ccccc32)c2ccccc21 (stereo unspecified)	-11	-2.9	0.2	.	8
58	NC(=O)c1ccc(Nc2nnc(-c3ccc(O)cc3)c3ccccc23)cc1	-7	i	1.1	1.0	-10
59	COCCn1nnnc1C(c1cc2cc(C)ccc2[nH]c1=O)N1CCN(C2CCCCC2)CC1 (stereo unspecified)	-6	-1.9	0.3	-0.4	2
60	O=C(c1ccc(S(=O)(=O)NCC2CCCO2)cc1)N1CCN(c2ccccc2F)CC1 (stereo unspecified)	-5	-0.4	0.2	1.2	3

entry	3CLpro inhibitor	PfHsp40 rescue	Anthrax LF prot	Y pestis TopoI
46	0	.	-1	1
47	-3	0.2	2	0
48	0	1.5	-2	1
49	0	-0.8	4	3
50	-4	-1.0	6	8
51	2	-0.6	0	0
52	1	0.3	-2	1
53	-1	2.8	-4	2
54	3	0.1	-2	3
55	2	-1.2	1	-3
56	1	-1.2	1	4
57	3	0.5	2	4
58	0	-1.6	-3	0
59	3	1.2	6	1
60	5	0.6	-3	-3

# Going on with the list:
entry	structure	PriA SSB inh	Vc quorum ag	BoNT A protease	TcdB GH inh	PrPC surface inh
61	O=C(O)C1CCCNC1 (stereo unspecified)	0	-0.4	-1.3	.	.
62	N[C@@H](Cc1c[nH]c2ccccc12)c1nnc(SCc2c(F)cccc2Cl)o1	6	i	-1.0	.	-5
63	O=c1c2ccccc2nnn1Cc1ccccc1	-8	-2.6	-2.1	1.7	0
64	CC(=O)NC(=S)Nc1ccc(NC(=S)NC(=O)/C=C/c2ccco2)cc1	0	0.4	-4.0	2.5	3

entry	3CLpro inhibitor	PfHsp40 rescue	Anthrax LF prot	Y pestis TopoI
61	-3	.	-8	0
62	0	0.4	-4	13
63	0	-1.5	-10	11
64	-4	-1.9	-17	11

# Screening results: PubChem, several laboratories
